POLH inh = blocks human DNA polymerase eta activity | Potency, µM (highest dose often 114 µM), for the others: top-dose activity change, negative = inhibition, most hits filed as inhibitors | Q9Y253 | recombinant Pol eta, fluorescent DNA replication assay | 390,000 tested, 1.2% active; further: potency means the concentration at half of the fitted maximal effect; on the % scale 0 is the no-effect control and ±100 the full control effect
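Pol eta (10 nM) was preincubated with compounds for 15 min at room temperature, after which fluorescent replication substrate (50 nM final) was added to start the reaction. Fluorescence was read kinetically at 0 and 10 min.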
POLB inh = DNA polymerase beta (human) inhibition | P06746 | Pol beta primer extension/strand displacement, fluorescence kinetic | Potency, µM (top dose mostly 114 µM), for inactives: at the highest dose activity change, negative = inhibition, hits mostly inhibitors | 340,000 tested, 1.3% active | AID 485314; further: potency means the concentration at half of the fitted maximal effect; on the % scale 0 is the no-effect control and ±100 the full control effect
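Pol beta (10 nM) was preincubated with compound for 15 min at room temperature. The reaction was then started with 50 nM substrate and read immediately and after a further 10 min at room temperature.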
LDHA block = inhibitors of human lactate dehydrogenase A; 480,000 tested, 0.15% active; AID 1347041; activity change, % (values are at about 110 or 230 µM); purified LDHA, NADH/diaphorase-resazurin fluorescence; active compounds read low; in the data active means activity change below about -30%; inconclusive means mostly about -25% to -30%;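 further: plate controls were DMSO wells for no effect and wells without enzyme for full effect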
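Human LDH5 (2 nM) was incubated with 0.06 mM NADH and 0.2 mM pyruvate for 5 min at room temperature in Tris pH 7.4. Remaining NADH was coupled through diaphorase/resazurin, and resorufin fluorescence was read at 0 and 20 min.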
BLM inh = Bloom syndrome helicase (human) inhibition | recombinant BLM DNA unwinding, fluorescence dequenching | AID 2528 | Potency, µM (top dose mostly 56.1 µM), for inactives: at the top dose activity change, negative = inhibition, most hits filed as inhibitors | 350,000 tested, 0.2% active;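 further: potency means the concentration at half of the fitted maximal effect; plate controls were vehicle for no effect and no enzyme for full effect; nearly all actives have a fitted effect of over 35% in size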
Glioma ERSR ind = ER stress response induction in glioma; 420,000 tested, 0.02% active; U87-MG GRP78 promoter luciferase reporter, 16 h; AID 602332; Potency, µM, inactives show top-dose activation, most hits filed as activators; further: potency means the concentration at half of the fitted maximal effect; series mostly up to about 76 µM; % of control where 0% means no effect; nearly all actives have a fitted effect of over 35% in size
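Stably transfected U87-MG glioma cells carrying a GRP78-based luciferase sensor; 16 h compound incubation. Luminescence end-point read 10 min after Bright-Glo addition at room temperature.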
Pol iota inh = inhibitors of human DNA polymerase iota | AID 588590 | Q9UNA4 | Pol iota fluorescent replication assay, 10 min | Potency, µM (series often up to 115 µM), for inactives: top-dose activity, negative = inhibition, usual class: inhibitors | 390,000 tested, 1% active; further: potency means the concentration at half of the fitted maximal effect
Target sequence (Q9UNA4 whole entry, looked up): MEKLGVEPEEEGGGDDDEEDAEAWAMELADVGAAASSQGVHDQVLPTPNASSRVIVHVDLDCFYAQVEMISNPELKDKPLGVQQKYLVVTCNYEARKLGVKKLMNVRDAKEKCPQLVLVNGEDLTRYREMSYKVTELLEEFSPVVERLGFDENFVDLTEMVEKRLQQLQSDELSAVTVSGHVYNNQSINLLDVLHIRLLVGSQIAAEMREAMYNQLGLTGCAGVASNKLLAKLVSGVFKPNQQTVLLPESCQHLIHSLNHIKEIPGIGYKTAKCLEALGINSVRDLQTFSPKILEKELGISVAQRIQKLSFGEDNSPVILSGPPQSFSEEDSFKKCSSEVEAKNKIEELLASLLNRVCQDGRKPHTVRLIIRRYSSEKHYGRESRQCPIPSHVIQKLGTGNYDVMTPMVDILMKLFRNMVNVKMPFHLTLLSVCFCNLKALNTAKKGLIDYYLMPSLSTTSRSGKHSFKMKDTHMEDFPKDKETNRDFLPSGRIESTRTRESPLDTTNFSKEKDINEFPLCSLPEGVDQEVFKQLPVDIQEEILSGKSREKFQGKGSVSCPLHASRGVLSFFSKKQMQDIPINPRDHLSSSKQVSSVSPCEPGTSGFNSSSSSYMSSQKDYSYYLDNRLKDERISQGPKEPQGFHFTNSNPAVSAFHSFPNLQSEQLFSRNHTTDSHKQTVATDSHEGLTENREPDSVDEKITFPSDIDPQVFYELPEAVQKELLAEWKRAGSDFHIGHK
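Fluorescent replication assay read twice, at 0 min and 10 min after adding 50 nM (final) substrate. Enzyme (10 nM) and compounds were first incubated 15 min at room temperature; enzyme-free buffer wells were negative controls.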
Pol kappa inh = DNA polymerase kappa (human) inhibition. purified Pol kappa, fluorescent DNA synthesis assay, 10 min. Potency, µM (doses to about 107 µM), without a hit: top-dose activity, negative = inhibition, usual class: inhibitors. 400,000 tested, 0.53% active; further: potency means the concentration at half of the fitted maximal effect; on the % scale 0 is the no-effect control and ±100 the full control effect
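Activity was followed as the change in fluorescence between reads at 0 and 10 min after starting the reaction with 50 nM substrate. Beforehand, 10 nM polymerase had been preincubated with compound for 15 min at room temperature.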
Apoferritin bind = candidate novel general anesthetic via apoferritin binding; P02791; apoferritin/1-aminoanthracene competitive binding, fluorescence; Potency, µM (series often up to 77.5 µM), inactives show at the highest dose activity change, negative = displacement, hits mostly inhibitors; 350,000 tested, 0.074% active; further: potency means the concentration at half of the fitted maximal effect; on the % scale 0 is the no-effect control and ±100 the full control effect; nearly all actives have a fitted effect of over 20% in size
Target sequence (P02791 2-175 limits assumed): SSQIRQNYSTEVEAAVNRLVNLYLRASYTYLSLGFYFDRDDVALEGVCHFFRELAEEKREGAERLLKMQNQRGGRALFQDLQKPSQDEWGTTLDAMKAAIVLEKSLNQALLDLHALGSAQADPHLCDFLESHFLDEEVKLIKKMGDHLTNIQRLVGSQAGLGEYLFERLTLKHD
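Read-out: endpoint 1-AMA fluorescence, excitation 380 nm and emission 535 nm, after compounds sit 10 min at room temperature with 10 uM horse-spleen apoferritin in 50% saturated 1-AMA/PBS. Values come from four-parameter Hill fits.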
APEX1 inh = APE1 (human) endonuclease inhibition. 350,000 tested, 0.35% active. P27695. recombinant APE1, TAMRA/BHQ-2 abasic DNA cleavage fluorescence. Potency, µM (titrated, usually from 65.8 µM), without a hit: at the top dose activity change, negative = inhibition, actives largely listed as inhibitors;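 further: potency means the concentration at half of the fitted maximal effect; plate controls were vehicle for no effect and reference inhibitor for full effect; nearly all actives have a fitted effect of over 55% in size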
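Incision of a quenched TAMRA/BHQ-2 THF abasic-site duplex (50 nM) by 0.75 nM APE1, after 15 min compound preincubation, measured as fluorescence increase over three 60 s reads. Values normalized to buffer, DMSO and NSC13755 control wells.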
Starred values were filed as active, the others as inactive; u = inconclusive; x = no result given; & = joins results of further samples; [ ] = another dose, or the depositor's remark. Unless noted, the call rests on the fitted dose curve; in most records, active means well fitted curve in the direction sought with a large enough effect; inconclusive means small, poorly fitted or top-dose-only effect, or another doubt; inactive means no such curve, though single readings can be large; an effect the other way counts as inactive or inconclusive. Some of the compounds tested; count on the stated rates, not on these rows.

SMILES	POLH inh	POLB inh	LDHA block	BLM inh	Glioma ERSR ind	Pol iota inh	Pol kappa inh	Apoferritin bind	APEX1 inh
Nc1c(C(=O)O)cnc2c(-c3ccc(Cl)cc3)cnn12	-16%	3%	0	-3%	2%	37%[activator]	-6%	-1%	-6%
C=CCn1c(=O)c2ccc(C(=O)NCc3ccccc3)cc2n(Cc2ccc(C)cc2)c1=O	0%	7%	1	-1%	-4%	0%	17%	11%	6%
CC(=O)N(/N=C1/C(=O)Nc2ccccc21)c1ccccc1	-10%	7%	3	-2%	5%	6%	0%	0%	17%
COC(=O)N/N=C/c1ccccc1OCCOc1ccc(OC)cc1	-4%	10%	-3	5%	4%	36%[activator]	-6%	-4%	0%
CCn1c(N2CCN(CC(=O)c3c(C)n(C)c4ccc(OC)cc34)CC2)nc2c1c(=O)[nH]c(=O)n2C	-1%	1%	2	1%	-4%	16%	u	-11%	-4%
Cc1ccc(NC(=O)c2ccc(S(=O)(=O)NCC3CCCO3)cc2)cc1C (stereo unspecified)	-21%	3%	3	-2%	-2%	124%[activator]	-2%	-15%	u
O=C(NCc1ccco1)C1CCN(S(=O)(=O)c2cccc3cccnc23)CC1	-5%	23%	0	-1%	-1%	-27%	-18%	-7%	8%
O=C(CN(C(=O)CNC(=O)c1ccco1)c1ccccc1F)NC1CCCCC1	0%	20%	-3	-1%	-6%	29%	-13%	-5%	-18%
CCCn1cc(S(=O)(=O)c2ccc(OC)cc2)c(=O)c2cc(F)c(N3CCCCCC3)cc21	4%	1%	1	-7%	-3%	17%	-11%	-14%	x
Cn1cc(/C=C/C(=O)N2CCCC(C(=O)c3cccc(C(F)(F)F)c3)C2)cn1 (stereo unspecified)	-8%	-15%	0	-3%	-1%	-7%	0%	-6%	-1%
CCNS(=O)(=O)c1cc(OC)c(Cl)cc1OC	-8%	19%	-6	6%	-3%	3%	-10%	11%	19%
Cc1c2cnn(-c3ccccc3)c(=O)c2c(C)n1C(C)C(=O)Nc1ccccc1C(F)(F)F (stereo unspecified)	-16%	34%	7	-2%	-1%	24%	6%	-9%	x
O=C(Nc1ccc2c(c1)OCO2)C1CCCN1C(=O)OCc1ccccc1 (stereo unspecified)	-1%	6%	-1	0%	3%	2%	-25%	-18%	1%
CN(Cc1cccs1)C(=O)CSc1nc2ccccc2[nH]1	-8%	-14%	-5	0%	-1%	1%	-19%	u	1%
Cc1nn(C)c(Cl)c1CN1CCC(n2nccc2NC(=O)C2CCCC2)CC1	-7%	1%	1	-5%	-6%	-6%	7%	-11%	16%
CCCCn1nc(NC(=O)c2cccs2)c2cc3ccccc3nc21	-18%	-3%	4	-10%	2%	u	-5%	-8%	-6%
Cn1nc(C(=O)NC2CCCCC2)c2c1-c1ccccc1S(=O)(=O)C2	0%	4%	-2	-1%	-2%	-3%	-15%	-5%	-10%
CCCn1c(=S)[nH]c2cc(C(=O)N3CCCC(C(=O)OCC)C3)ccc2c1=O (stereo unspecified)	-2%	17%	-3	-1%	-5%	7%	-17%	-16%	0%
COc1ccc(NC(=O)CSCc2ccc(C#N)cc2)c(OC)c1	-22%	4%	-6	-1%	-3%	107%[activator]	1%	-1%	44%[activator]
CCOC(=O)C(CC(=O)O)NCc1ccco1 (stereo unspecified)	5%	-1%	0	3%	0%	-1%	8%	-10%	0%
Cc1cc(C2=NNC(=Nc3ccccc3)SC2)c(C)n1C	-20%	13%	1	-6%	1%	42%	-3%	-14%	u
CC(=O)N(c1ccc(Cl)cc1)c1cn(C(C)=O)c2ccccc12	-23%	-1%	-6	-3%	-3%	17%	-3%	-7%	-5%
Cc1cc2c(cc1C)N(C(=O)CSC1=NCCS1)C(C)(C)c1ssc(=S)c1-2	-8%	-1%	0	-7%	-1%	-15%[58.9 µM]	-9%	-4%	-4%
COc1cccc2cc(C(=O)N3C(C)CCCC3C)c(=O)oc12 (stereo unspecified)	-10%	19%	0	4%	-2%	-6%	5%	3%	22%
CCn1ncc(Br)c1C(=O)Nc1ccc(C(C)C)cc1	5%	7%	1	-19%	5%	1%	-8%	-18%	-15%

The closing two compounds of the section before open the next one:
SMILES	POLH inh	POLB inh	LDHA block	BLM inh	Glioma ERSR ind	Pol iota inh	Pol kappa inh	Apoferritin bind	APEX1 inh
COc1cccc2cc(C(=O)N3C(C)CCCC3C)c(=O)oc12 (stereo unspecified)	-10%	19%	0	4%	-2%	-6%	5%	3%	22%
CCn1ncc(Br)c1C(=O)Nc1ccc(C(C)C)cc1	5%	7%	1	-19%	5%	1%	-8%	-18%	-15%
Cc1ccccc1-n1cnc2c(sc3nc(N4CCOCC4)c4c(c32)CCCC4)c1=O	-10%	0%	1	1%	-5%	-21%	-8%	-17%	-1%
Cn1c(=O)n(C)c2cc(S(=O)(=O)NCCO)ccc21	3%	6%	-2	-4%	-2%	-12%	-1%[60.1 µM]	-3%	1%
Cc1c(C(=O)NNS(=O)(=O)c2ccccc2Cl)sc(=S)n1C	-12%	2%	3	1%	-2%	121%[activator]	-1%	5%	2%
Cc1cc2c(Nc3ccccc3)ncnc2s1	-3%	4%	-5	-2%	1%	-13%	-18%	-1%	2%
CCC1CCCCN1c1nc(-c2ccncc2)nc2ccccc12 (stereo unspecified)	-5%	7%	-2&7	-7%	-4%	7%	-13%	u	6%
COc1ccccc1CNCC(=O)NCc1ccc(C)cc1	-7%	7%	-20	0%	4%	4%	-10%	-10%	1%
CC(=O)Nc1ccc(S(=O)(=O)NCC2CCC(C(=O)NCCc3ccccc3)CC2)cc1 (stereo unspecified)	6%&15%	1%&19%	-1&-16&-4	-1%&-1%	0%&-2%	16%&23%	0%	-2%&-1%	36%
O=C(NC1CCN(C(=O)NCc2ccccc2)CC1)c1ccco1	-12%	0%	-6	1%	-2%	0%	-3%	-10%	2%
O=C(O)c1cccc(NC(=S)NC(=O)c2cccc(OCc3ccccc3)c2)c1	1%	7%	-5	-2%	-1%	3%	-18%	1%	-3%
CSc1nc(N)c2ncn([C@@H]3O[C@H](COP(=O)(O)OP(=O)(O)OP(=O)(O)O)[C@H](O)[C@H]3O)c2n1	0%[57.1 µM]	-5%[57.1 µM]	x	x	x	-14%[58.9 µM]	x	x	-4%
COC(=O)c1sc(-c2ccc(Cl)cc2)cc1N	-13%	8%	4	-6%	4%	-21%[58.9 µM]	-9%	-2%	-6%
COc1cccc(-c2nnn(CC(=O)Nc3ccc(C)cc3C)n2)c1OC	-12%	-14%	5	0%	-3%	-11%	-8%	-17%	-1%
CC(C)(C)c1ccc(S(=O)(=O)N2CC(=O)Nc3ccccc32)cc1	3%	0%	-5	-4%	-5%	33%[activator]	0%	-21%	1%
CCCOc1ccc(NC(=O)CC2C(=O)N(c3cccc(OC)c3)C(=O)N2CCc2ccncc2)cc1 (stereo unspecified)	-4%	-6%	1	-4%	-2%	-1%	0%	-9%	x
O=C(NC(C(=O)N/N=C/c1ccccc1)c1n[nH]c(=O)c2ccccc12)c1ccccc1 (stereo unspecified)	-16%	18%	-6	-8%	-5%	3%	-4%	u	-2%
CCCn1cnc2scc(-c3ccc(C)cc3)c2c1=O	-1%	21%	-1	-3%	-2%	3%	-6%	-17%	0%
O=C(CCSc1ccccc1)N1CCN(c2ccccc2)CC1	-7%	5%	-1	-5%	3%	16%	-1%	-13%	12%
O=C(NC(=S)N1CCN(c2ccccc2)CC1)c1ccc(S(=O)(=O)N2CCOCC2)cc1	-2%	36%	-3	0%	-2%	20%	-8%	6%	12%
C=C(C)c1cccc(C(C)(C)NC(=O)N2CCCCC2CC)c1 (stereo unspecified)	0%	5%	-1	-8%	0%	7%	-15%	-21%	0%
Cc1cccc(N2CCN(Cc3c(C)n(C)n(-c4ccccc4)c3=O)CC2)c1C	-13%	3%	5	2%	-3%	-9%	7%	-8%	0%
COC(=O)c1c(C)[nH]c(C(=O)C(C)OC(=O)C2CC(=O)N(c3ccc(C)cc3)C2)c1C (stereo unspecified)	-2%	x	1	x	5%	0%	-11%	x	-15%
O=C(CSCc1ccc(F)cc1)N1CCN(c2ccccc2F)CC1	-18%	1%	-3	-3%	0%	7%	-11%[60.1 µM]	-9%	x
O=C(O)CC(NC(=O)c1cccc(F)c1)c1ccc(OC2CCCC2)cc1 (stereo unspecified)	-3%	3%	-2	-4%	-2%	21%	14%	-1%	63%
Cc1ccc(S(=O)(=O)CNC(=S)c2cccc(Cl)c2)cc1	-17%	19%	-6	-4%	0%	-14%	-5%	u	4%
Cc1nn(Cc2ccc(Cl)c(Cl)c2)c(C)c1NC(=O)c1cc(-c2ccc3c(c2)OCO3)on1	8%	-26%	-15	3%	2%	-3%[58.9 µM]	-10%	-14%	-1%
SMILES	POLH inh	POLB inh	LDHA block	BLM inh	Glioma ERSR ind	Pol iota inh	Pol kappa inh	Apoferritin bind	APEX1 inh
CC(=O)c1ccc(N2CCN(C(=O)/C=C/c3ccc(S(=O)(=O)NCc4ccco4)cc3)CC2)cc1	-15%	2%	-4	-1%	-1%	25%	0%	u	-2%
CC(=O)Nn1cc2c(c1-c1ccccc1)c(=O)n(C)c(=O)n2C	2%	-18%	3	-1%	1%	-1%	-19%	-7%	0%
Cc1ccc(/C=C/C(=O)OCC(=O)NC(C)C)o1	2%	21%	-8	0%	-5%	-14%	-6%	-3%	-2%
O=C(Oc1ccc(/C=N/Nc2ccccc2)cc1)c1ccccc1	-13%	4%	10	-6%	4%	-5%	1%	-24%	9%
Cc1ccc(NC(=O)CC2Oc3ccc(C)cc3NC2=O)c(C)c1 (stereo unspecified)	8%&-4%	14%&37%	-12&-4	-2%&0%	-7%&4%	-2%&11%	-17%&-2%	4%&9%	47%[activator]
CCCn1c(=S)[nH]c2sc3c(c2c1=O)CCCC3	7%	10%	-8	-3%	-2%	11%	-14%	-5%	17%
CC1Sc2ccc(C(=O)O)cc2NC1=O (stereo unspecified)	1%	u	-1	0%	-3%	-2%	-21%	-4%	0%
